# High-throughput results from PubChem BioAssay.
# RXFP1 antag: qHTS Assay for Antagonists of the Relaxin Receptor RXFP1; activity change, negative = inhibition, % at 57.5 µM; 0.59% of 350,000 active; Relaxin receptor 1 (Homo sapiens), Q9HBX9; HEK293-RXFP1, relaxin-stimulated cAMP HTRF, 30 min; active compounds read low;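 active means activity change of -60% or lower, but not beyond a set lower limit; inconclusive means change between -60% and -40%, or beyond the set limit; inactive means change above -40%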
# Target sequence (Q9HBX9 whole entry, looked up): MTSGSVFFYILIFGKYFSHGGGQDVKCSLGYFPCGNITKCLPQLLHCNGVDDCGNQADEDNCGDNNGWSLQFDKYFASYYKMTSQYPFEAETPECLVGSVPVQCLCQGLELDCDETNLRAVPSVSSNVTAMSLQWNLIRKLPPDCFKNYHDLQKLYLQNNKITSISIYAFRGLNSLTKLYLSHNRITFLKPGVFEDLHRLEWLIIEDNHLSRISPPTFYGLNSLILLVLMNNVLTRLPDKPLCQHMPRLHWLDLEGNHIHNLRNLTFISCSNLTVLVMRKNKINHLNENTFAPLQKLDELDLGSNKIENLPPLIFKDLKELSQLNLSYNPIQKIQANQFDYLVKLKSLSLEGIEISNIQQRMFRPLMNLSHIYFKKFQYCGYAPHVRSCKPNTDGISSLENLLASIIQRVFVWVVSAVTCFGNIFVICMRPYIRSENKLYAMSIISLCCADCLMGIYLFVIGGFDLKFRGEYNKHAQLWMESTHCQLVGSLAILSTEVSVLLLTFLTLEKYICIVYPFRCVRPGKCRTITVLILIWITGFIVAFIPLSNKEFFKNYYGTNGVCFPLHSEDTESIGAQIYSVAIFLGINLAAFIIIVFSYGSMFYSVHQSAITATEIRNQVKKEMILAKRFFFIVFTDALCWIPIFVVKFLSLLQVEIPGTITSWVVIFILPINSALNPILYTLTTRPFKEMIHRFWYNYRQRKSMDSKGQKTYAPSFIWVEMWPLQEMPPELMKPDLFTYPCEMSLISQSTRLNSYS
# * = called active by the depositor; u = inconclusive. On the % scale 0 is the no-effect control and ±100 the full control effect. A portion of the library; the hit share may differ from the screen's.
# Start of the listing, in advance (three entries):
RXFP1 antag	SMILES
5.0	Cc1c(Cl)cnc(NC(=O)COC(=O)c2cccc(S(=O)(=O)N3CCOCC3)c2)c1Cl
9.5	COc1ccc(CC(=O)OCC(=O)NNC(=O)c2ccccc2)cc1
3.5	COc1ccc(-c2cc3nc(C)c(C)c(N4CCN(C(=O)c5ccoc5)CC4)n3n2)cc1

# All compounds of this part, repeating the preview:
RXFP1 antag	SMILES
5.0	Cc1c(Cl)cnc(NC(=O)COC(=O)c2cccc(S(=O)(=O)N3CCOCC3)c2)c1Cl
9.5	COc1ccc(CC(=O)OCC(=O)NNC(=O)c2ccccc2)cc1
3.5	COc1ccc(-c2cc3nc(C)c(C)c(N4CCN(C(=O)c5ccoc5)CC4)n3n2)cc1
-0.8	N#CCCn1cc(C(=O)CN2C(=O)NC3(CCc4ccccc43)C2=O)c2ccccc21 (stereo not drawn)
-13.1	CC(=O)O[C@@H]1CC2C3CCc4cc(OC(=O)c5ccccc5)ccc4C3CCC2(C)[C@H]1OC(C)=O (stereo partly drawn)
3.7	Nc1ccccc1N1C(=O)c2cccc3cccc(c23)C1=O
-4.4	CC1=C2C3OC(=O)C(C)C3CCC2(C)C=C(Cl)C1=O (stereo not drawn)
-2.6	C[C@H](CO)N1C[C@H](C)[C@@H](CN(C)C(=O)c2cc(-c3ccccc3)on2)OCc2cnnn2CCCC1=O
-5.9	O=C(C1CCCCC1)N1C[C@@H](O)[C@H](n2cc(C3CC3)nn2)C[C@@H]1c1ccccc1
-36.4	CC(=O)Nc1ccc(Nc2cc(C)nc3ccccc23)cc1
-7.2	[N-]=[N+]=CC(=O)C(O)(c1ccccc1)C(Cl)c1ccccc1 (stereo not drawn)
-5.8	CC(Oc1ccccc1)C(=O)N1CCN(S(=O)(=O)c2ccc(OC(F)(F)F)cc2)CC1 (stereo not drawn)
0.5	CNC(=O)C[C@H]1C(=O)N(C2CCCCC2)C[C@@H]1CSC
-10.6	O=C(COc1ccc(-n2cnnn2)cc1)Nc1ccc(F)cc1
-0.2	O=C(COC(=O)COc1ccc(Cl)cc1)Nc1cccnc1Cl
-10.8	C[C@@H]1CN([C@H](C)CO)C(=O)c2cc(NC(=O)Nc3ccc(F)cc3)ccc2O[C@@H](C)CCCCO[C@H]1CN(C)Cc1ccc(C(=O)O)cc1
-3.3	CCOC(=O)C1CCN(C(c2cc3cc(C)cc(C)c3[nH]c2=O)c2nnnn2C2CCCCC2)CC1 (stereo not drawn)
-11.2	CN(C(=O)CN1C(=O)c2ccccc2S1(=O)=O)C1CCCCC1
-3.8	CC1CCN(C(=O)COC(=O)c2ccc([N+](=O)[O-])o2)CC1
-1.0	NS(=O)(=O)c1ccc(CCNS(=O)(=O)c2ccc(Cl)s2)cc1
-3.5	Cc1ccc(S(=O)(=O)Nc2ccc3c(c2)C(=O)N([C@@H](C)CO)C[C@@H](C)[C@@H](CN(C)CC2CC2)OCCCC[C@@H](C)O3)cc1
-6.3	O=c1[nH]c(=S)[nH]c2scc(-c3ccc(Br)cc3)c12
-1.5	Cc1cc(Cl)c(OCCOCCN2CCNCC2)c(Cl)c1
-16.1	COC(=O)c1ccccc1CC1Cc2cc3c(cc2C1=O)CCC3 (stereo not drawn)
9.5	Cc1ccc(S(=O)(=O)N2C[C@H]3n4c(=O)ccc(=O)n4C[C@H](OC(=O)Nc4c(C)noc4C)[C@@]3(O)C2)cc1
3.9	COC(=O)C1=C(C(=O)OC)C(C(=O)OC)C(C(=O)OC)C(C(=O)OC)(C(=O)OC)C(C(=O)OC)=C1C(=O)OC (stereo not drawn)
10.7	COc1ccc([N+](=O)[O-])cc1NS(=O)(=O)c1cccc(C(=O)NCCCN2CCCC2=O)c1
-3.1	COc1ccc(C2CCCCC2SCC(=O)O)cc1OC (stereo not drawn)
-2.6	O=C(Nc1ccc(N2CCOCC2)c(S(=O)(=O)Nc2ccccc2Cl)c1)c1ccc(=O)[nH]n1
4.0	COc1ccc(C)cc1-n1c(SCC(=O)N2CCOCC2)nc2ccccc2c1=O
1.2	COc1ccc([C@H]2N[C@]3(CCCN(Cc4cccn4C)C3=O)[C@H]3C(=O)N(Cc4ccccc4)C(=O)[C@@H]23)cc1
6.7	COc1ccc([C@H]2N[C@]3(CCCN(Cc4ccc(Br)cc4)C3=O)[C@H]3C(=O)N(C)C(=O)[C@@H]23)cc1
-8.0	O=C1COc2ccc(C(=O)COC(=O)CCCOc3ccccc3)cc2N1
0.4	CCN1CCN(C(=O)c2ccc(CS(=O)(=O)Cc3ccccc3Cl)o2)CC1
1.0	O=C(NC(=S)NN1CCOCC1)c1cc(Br)ccc1Cl
-4.7	O=C(CN1CCN(S(=O)(=O)c2ccc(F)c(Cl)c2)CC1)N1CCc2ccccc2C1
-8.1	C(COC1CC2CC1C1C2CC2OC21)OC1CC2CC1C1C2CC2OC21 (stereo not drawn)
11.4	C[C@@H]1CN([C@@H](C)CO)C(=O)CCCn2nncc2CO[C@H]1CN(C)Cc1ccncc1
1.2	C[C@@H]1CN([C@H](C)CO)S(=O)(=O)c2ccc(Br)cc2O[C@H]1CN(C)C(=O)C1CC1
-11.5	Cc1nn(-c2ccccc2)c(C)c1CNC(=O)c1ccc(S(=O)(=O)NCc2ccco2)cc1
-5.7	O=C(Nc1ccccc1)Oc1cccc2cccnc12
13.8	CC(=O)NCCc1ccc(C(=O)COC(=O)c2ccc(C)s2)cc1
-5.2	C[C@H](CO)N1C[C@H](C)[C@@H](CN(C)Cc2ccccc2)OCCCC[C@H](C)Oc2ccc(N(C)C)cc2C1=O
5.8	Cc1ccc(S(=O)(=O)n2nc(OC(=O)c3ccco3)cc2N)cc1
-9.4	CC(=O)Nc1nnc(CCS(=O)(=O)c2ccc(C)cc2)s1
u	COc1cc(C2(c3ccc(O)c(OC)c3)C(=O)Nc3c(C)cc(Br)cc32)ccc1O
-6.4	Cc1ccc(C)c(C(=O)CCC(=O)Nc2ccc(N3CCN(C)CC3)cc2C)c1
35.0	CCOc1nc2cccc(C(=O)O)c2n1Cc1ccc(-c2ccccc2-c2nn[nH]n2)cc1
-6.7	O=C1CCC(c2ccccc2)c2ccccc21 (stereo not drawn)
-10.2	O=C(Nc1ccc2c3c(cccc13)CC2)c1ccccc1
2.4	COC(=O)C1CCC(=O)N1C(c1ccc(OC)cc1)c1cc(OC)c(OC)c(OC)c1 (stereo not drawn)
26.0	NC(=S)NN=Cc1ccc(OC(=O)COc2cc(Cl)c(Cl)cc2Cl)cn1
-5.4	CC(=O)OCC(=O)C1CCC2C3CCC4=CC(=O)C=CC4(C)C3CCC12C (stereo not drawn)
15.4	NC(=S)NN=CCn1cc([N+](=O)[O-])c(=O)[nH]c1=O
-6.2	COc1cc(C2C3=C(COC3=O)Oc3cc4c(cc32)OCO4)ccc1OC(C)=O (stereo not drawn)
-10.9	Cc1cc(=O)[nH]c2ccc(Cc3ccccc3)cc12
7.0	O=C(COC(=O)c1ccc([N+](=O)[O-])o1)Nc1ccc2c(c1)OC(F)(F)O2
-12.6	CN(C)CCNc1ccc(CO)c2sc3ccc(O)cc3c(=O)c12
2.3	Cc1ccsc1C(=O)NCC(c1cccs1)N1CCOCC1 (stereo not drawn)
9.0	Nc1ccc2c(c1)C(=NO)c1ccccc1-2

# New compounds follow.
RXFP1 antag	SMILES
-9.5	O=C(COc1ccc(Cl)cc1)NNC(=O)c1ccc(=O)[nH]c1
-1.4	CSc1ncccc1C(=O)OCC(=O)c1ccc(Cl)s1
-5.8	COC(=O)c1ccc(CNC(=O)C2CCC(=O)N(CCc3ccccn3)C2)cc1 (stereo not drawn)
-16.6	O=S(c1ccccc1O)S(=O)c1ccccc1O (stereo not drawn)
u	Nc1ccc2c(c1)C(=O)c1ccc(N)cc1-2
3.2	O=C(Cc1c(F)cccc1Cl)Nc1cc(S(=O)(=O)N2CCOCC2)ccc1N1CCCC1
9.4	CN(CC(=O)Nc1cccc(S(=O)(=O)N2CCCC2)c1)CC(=O)Nc1ccc(F)c(F)c1F
-0.5	Cc1cc(OC(C)C(=O)NC2CC(C)(C)NC(C)(C)C2)c2c(C)c(C)c(=O)oc2c1 (stereo not drawn)
7.1	Cc1cccc(NC2(C(=O)O)CCCC2)c1
-6.5	O=C(O)C1CC(C(=O)O)SS1 (stereo not drawn)
-0.9	CCc1nc(SCC(=O)Nc2ccc(N(CC)CC)cc2)n[nH]1
5.9	CC1(C)C(C(N)=O)C(=O)NC(=O)C1C(N)=O (stereo not drawn)
-7.6	COC(=O)c1nc[nH]c1[N+](=O)[O-]
0.4	N#CC1=C(N)Oc2cc(N)ccc2C1c1ccccc1 (stereo not drawn)
-0.6	CCCCCCCCCCCn1nnnc1N
3.4	COc1ccc(NC(=O)C[C@H]2C(=O)N(Cc3ccccc3)C[C@@H]2Cc2ccccc2)cc1
3.1	Cc1cc(NC(=O)C(C)SCC(=O)Nc2ccc(C(=O)OC(C)C)cc2)no1 (stereo not drawn)
-6.8	COc1cccc(CN(CCC(=O)O)Cc2cccc(OC)c2)c1
0.5	COc1ccc(C(C)=O)cc1COC(=O)C1CCN(C(=O)c2ccc(Cl)cc2)CC1
8.9	Cn1cnc([N+](=O)[O-])c1Sc1nc(N)nc2c1ncn2Cc1ccccc1
14.5	C=CCn1c(=O)n(C)c2c(=O)n(C)c(=O)n(C)c21
-7.3	COc1cc(C2c3cc4c(cc3OC(Nc3ccc(C(=O)O)cc3)C2C)OCO4)cc(OC)c1OC (stereo not drawn)
-24.5	CC(C)c1ccc(Nc2nnc(SCC(=O)NCC3CCCO3)s2)cc1 (stereo not drawn)
-6.1	Cn1c(N)c(C(=O)COC(=O)Cc2cccc(C(F)(F)F)c2)c(=O)n(C)c1=O
-12.5	COc1ccc(Oc2c(OC)cc(NCc3ccc(CN)cc3)c3ncccc23)cc1
-2.9	CC(=O)N1CCN(S(=O)(=O)c2cccc(C(=O)NC3CCCC(C)C3C)c2)CC1 (stereo not drawn)
2.4	Cc1nc(Cc2nnc(SCC(=O)N3c4ccccc4NC(=O)C3(C)C)o2)cs1
-5.4	CC(C)NCC(O)COc1ccc(COCCOC(C)C)cc1 (stereo not drawn)
-18.8	CNCC[C@@H](Oc1ccccc1C)c1ccccc1
-6.2	COc1ccccc1NC(=O)CSc1nncs1
-6.0	CCCN(CC(=O)Nc1ccccc1C)C(=O)c1cnc(C)cn1
-30.7	CCCn1c(SCC(=O)Nc2ccc(Cl)cc2F)nc(O)cc1=O
-4.7	O=C1C=C(N2CCN(c3ccccn3)CC2)C(=O)c2c(O)ccc(O)c21
-9.3	O=C(CCc1ccccc1)Nc1ccc(S(=O)(=O)NC2=NCCCCC2)cc1
-26.7	CCS(=O)(=O)c1ccc(OC)c(C(=O)OC)c1
-12.1	COc1ccc(NS(=O)(=O)c2ccc(O)c(NS(=O)(=O)c3ccc(NC(C)=O)cc3)c2)cc1
-3.2	Cc1ccc(CCNc2ncnc(Cl)c2N)cc1
-13.4	COc1ccc(NS(=O)(=O)c2cc(C(=O)NNC(=O)c3ccncc3)ccc2OC)c(OC)c1
-2.3	CCCNC(=O)Cn1nc(-c2ccccc2OC)ccc1=O
-4.9	Cc1ncoc1C(=O)NC1CCCc2c1cnn2-c1cc(F)cc(F)c1 (stereo not drawn)
9.5	COc1ccc(OC)c(C(=O)Nc2ccc3[nH]ccc3c2)c1
3.8	CCOc1ccc2nc(NC(=O)c3cccc(N4C(=O)CCC4=O)c3)sc2c1
14.8	O=C(COc1ccccc1[N+](=O)[O-])OCC(=O)c1ccc(Br)s1
2.4	Clc1ccc(C(c2nnnn2C2CCCC2)N2CCN(c3nc4ccccc4s3)CC2)cc1 (stereo not drawn)
9.0	CC(=N)c1c(O)cc(C)oc1=O
-4.2	CCn1c(=S)sc2nc(C)sc21
2.2	CCCCCCCCCCCC(=O)[O][Sn]([CH2]CCC)([CH2]CCC)[O]C(=O)CCCCCCCCCCC
-11.4	CC1(C)OC2CC3C4CCC5=CC(=O)CCC5(C)C4(F)C(O)CC3(C)C2(C(=O)CO)O1 (stereo not drawn)
6.4	C[C@@H]1CN([C@H](C)CO)C(=O)CCCn2nncc2CO[C@H]1CN(C)S(=O)(=O)c1ccc(-n2cccn2)cc1
-14.5	COc1ccc(Cl)cc1NS(=O)(=O)c1cccc(C(=O)NC2CCN(Cc3ccccc3)CC2)c1
-1.0	O=C1CN(S(=O)(=O)c2ccccc2)CCN1
6.0	O=C(C1CCN(CCc2ccccc2)CC1)N1CCOCC1
-4.1	COc1cc(CC(=O)OCC(=O)c2ccc[nH]2)cc(OC)c1OC
0.7	CC1CCc2cccc3c(O)cc(=O)n1c23 (stereo not drawn)
9.2	C=C(C)CSC1=C(C#N)C(c2ccccc2)CC(=O)N1 (stereo not drawn)
-25.8	COc1ccccc1-n1c(SCC(=O)N(C)C)nnc1-c1ccco1
-1.4	COc1cc(C(C)=O)ccc1OCC(=O)Nc1cc(C)on1
-12.3	CCCCCC(=O)N1C[C@@H](O)[C@H](n2cc(C3CC3)nn2)C[C@@H]1c1ccc(C)cc1
17.3	O=C(Oc1cccc2cccnc12)c1ccccc1
1.3	O=C(CCC1CCN(C(=O)C2CC=CCC2)CC1)Nc1ccccc1 (stereo not drawn)

# (cont.)
RXFP1 antag	SMILES
-16.8	CS(=O)(=O)c1ccc(Cl)c(NC(=O)COC(=O)c2ccc(S(=O)(=O)N3CCCC3)cc2)c1
-5.8	O=C(Nc1c(Cl)ccc2nsnc12)c1ccc(Br)o1
6.1	COc1ccc(OC)c(NC(=O)COC(=O)Cc2ccsc2)c1
-10.4	CNC(=O)CSc1nc2cc(S(=O)(=O)Nc3ccc(OC)cc3)ccc2o1
2.3	O=C(Cn1c(C(=O)c2ccccc2)nc2ccccc21)c1ccc(Cl)cc1

# In another format: entries from further up
mol: CCN1CCN(C(=O)c2ccc(CS(=O)(=O)Cc3ccccc3Cl)o2)CC1
  RXFP1 antag: 0.4
mol: O=C(CCc1ccccc1)Nc1ccc(S(=O)(=O)NC2=NCCCCC2)cc1
  RXFP1 antag: -9.3
mol: O=C(COc1ccc(Cl)cc1)NNC(=O)c1ccc(=O)[nH]c1
  RXFP1 antag: -9.5
mol: COc1ccc(-c2cc3nc(C)c(C)c(N4CCN(C(=O)c5ccoc5)CC4)n3n2)cc1
  RXFP1 antag: 3.5
